Screening data as filed in PubChem.
KB-V1 cytotox: qHTS assay for MDR1-selective chemotherapeutics: Primary screen using the drug-selected MDR subline cells KB-V1; KB-V1 MDR cells viability, CellTiter-Glo, 72 h; Potency, µM (series often up to 46.1 µM), for the others: at the top dose activity change, negative = cytotoxicity, usual class: cytotoxic; 400,000 tested, 3.4% active; AID 1347076, 2019; note: % is set by controls: 0 for no effect and ±100 for the full control effect; nearly all actives have a fitted effect of over 60% in size
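Cytotoxicity via CellTiter-Glo luminescence after 72 h compound exposure at 37 degrees C. Cells: drug-selected KB-V1 line, DMEM phenol-red free plus 10% FBS. Compounds tested at multiple concentrations; normalized data fitted to concentration-effect curves.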
KB-3-1 tox: qHTS assay for MDR1-selective chemotherapeutics: Primary screen using the parental adenocarcinoma cell KB-3-1 | 400,000 tested, 1.4% active | KB-3-1 viability, CellTiter-Glo ATP luminescence, 72 h | Potency, µM (highest dose often 46.1 µM), for inactives: top-dose activity change, negative = cytotoxic, actives largely listed as cytotoxic; note: % is set by controls: 0 for no effect and ±100 for the full control effect; nearly all actives have a fitted effect of over 60% in size
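KB-3-1 cells, DMEM (no phenol red) + 10% FBS; compound by pin transfer, 72 h, 37 °C. Readout: CellTiter-Glo luminescence after 10 min. Data normalized, curve-fitted.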
HEK293 tox: qHTS of GLP-1 Receptor Inverse Agonists: Cytotox Screen; HEK293 cAMP-luciferase reporter cells, luminescence, 24 h; Potency, µM (titrated, usually from 38.3 µM), for the others: at the highest dose activity change, negative = inhibition, actives largely listed as inhibitors; 410,000 tested, 0.13% active; AID 624418, 2012;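 note: loss of luciferase light is scored as toxicity; % is set by controls: 0 for no effect and ±100 for the full control effect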
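1536-well qHTS counterscreen of the MLSMR; 200 cells/uL, 12 h pre-incubation, 23 nL cpd, 24 h at 37 deg C 5% CO2, luciferase detection reagent, 12 min RT, luminescence. Inhibition = undesired.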
HT1080-NT tox: qHTS for induction of synthetic lethality in tumor cells producing 2HG: qHTS for the HT-1080-NT fibrosarcoma cell line | HT-1080-NT fibrosarcoma viability, CellTiter-Glo ATP luminescence, 48 h | Potency, µM (highest dose often 46.1 µM), for the others: at the highest dose activity, negative = less viability, actives largely listed as cytotoxic | 360,000 tested, 1.6% active;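 note: NT is the 2HG producing partner of a matched IDH1 knockdown line; 0% = DMSO-treated cells and -100% = media-only wells without cells; nearly all actives have a fitted effect of over 55% in size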
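Viability by CellTiter-Glo luminescence after 48 h compound exposure at 37C of HT-1080-NT cells (750/well, RPMI, 5% FBS). % activity scaled between DMSO wells and medium-only wells, then curve-fitted and categorized by curve class.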
HT1080 IDH1KD tx: qHTS for induction of synthetic lethality in tumor cells producing 2HG: qHTS for the HT-1080-IDH1KD cell line; HT-1080 IDH1 knockdown viability, ATP luminescence, 48 h; Potency, µM (titrated, usually from 46.1 µM), for the others: at the highest dose activity, negative = toxicity, hits mostly cytotoxic; 360,000 tested, 2% active; AID 686971, 2013;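 note: 0% = DMSO wells and -100% = cell-free medium wells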
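Using the IDH1-knockdown HT-1080 line run in the same batch and compound series as the NT line, viability after 48 h at 37 °C was determined by CellTiter-Glo luminescence and expressed as % activity.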
GLP1R ag: qHTS of GLP-1 Receptor Agonists; Potency, µM (highest dose often 45.6 µM), for the others: at the top dose activation, hits mostly activators; 380,000 tested, 0.007% active; HEK293 GLP-1R CRE-luciferase, luminescence, 4-6 h; cells express a hypersensitive GLP-1R form; note: % of control where 0% means no effect
Target sequence (P43220 whole entry, looked up): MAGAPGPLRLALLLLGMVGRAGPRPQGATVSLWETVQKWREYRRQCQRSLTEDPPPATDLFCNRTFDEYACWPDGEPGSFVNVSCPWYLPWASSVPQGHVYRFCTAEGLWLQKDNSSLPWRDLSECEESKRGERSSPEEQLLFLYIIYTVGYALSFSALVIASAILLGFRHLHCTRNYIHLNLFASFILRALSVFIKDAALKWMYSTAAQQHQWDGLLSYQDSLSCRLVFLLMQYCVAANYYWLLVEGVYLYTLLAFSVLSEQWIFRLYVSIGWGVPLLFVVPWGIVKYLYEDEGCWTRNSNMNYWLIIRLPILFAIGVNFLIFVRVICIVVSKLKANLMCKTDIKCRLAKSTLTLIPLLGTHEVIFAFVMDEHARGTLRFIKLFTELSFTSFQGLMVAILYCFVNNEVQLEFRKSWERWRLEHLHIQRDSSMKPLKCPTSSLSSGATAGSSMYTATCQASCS
GLP-1R inv ag: qHTS of GLP-1 Receptor Inverse Agonists (Inhibition Mode). HEK293 GLP-1R CRE-luciferase, luminescence, 24 h; GLP-1R form is constitutively active. Potency, µM (doses to about 38.3 µM), for inactives: at the top dose activity change, negative = inhibition, usual class: inhibitors. Glucagon-like peptide 1 receptor (Homo sapiens), P43220. AID 624417, 2012. 410,000 tested, 1.6% active; note: % is set by controls: 0 for no effect and ±100 for the full control effect; nearly all actives have a fitted effect of over 55% in size
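Luminescence readout: a drop in cAMP-driven luciferase signal flags inverse agonism at a constitutively active GLP-1R stably expressed in HEK293. Compound exposure lasted 24 hr at 37 deg C, 5% CO2.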
TDP43 rescue: qHTS of TDP-43 Inhibitors. TDP-43 expressing yeast growth rescue, BacTiter-Glo, 24 h. Potency, µM (series often up to 46.1 µM), inactives show at the highest dose growth rescue (activation), hits mostly activators. 410,000 tested, 1.8% active. AID 652104, 2013; note: % of control where 0% means no effect; nearly all actives have a fitted effect of over 50% in size
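Yeast expressing TDP-43 (pregrown in raffinose, seeded at OD600=0.02 in galactose medium) exposed to compounds 24 hr at 30 deg C. Growth read by BacTiter-Glo luminescence; rescue of toxicity appears as increased signal.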
SW480 rereplic: A quantitative high throughput screen for small molecules that induce DNA re-replication in SW480 colon adenocarcinoma cells; SW480 DNA re-replication, Hoechst DNA content imaging, 48 h; 340,000 tested, 1.8% active; Potency, µM (top dose mostly 46.1 µM), for inactives: top-dose re-replication activation, usual class: activators; note: % of control where 0% means no effect; nearly all actives have a fitted effect of over 55% in size
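Hoechst fluorescence of nuclei (405 nm excitation, 500-530 nm emission) measured by plate-scanning imager after 48 hr compound exposure at 37 C; re-replication scored as increased number of nuclei with elevated intensity.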
Numbers without * were called inactive; u = inconclusive; x = not tested or not shown; [ ] = another dose, or the depositor's remark. Calls come from the whole dose curve; as a rule, active = well fitted curve in the direction sought with a large enough effect; inconclusive = small, poorly fitted or top-dose-only effect, or another doubt; inactive = no such curve, though single readings can be large; an effect the other way counts as inactive or inconclusive. Potency is the fitted concentration of half-maximal effect.

SMILES	KB-V1 cytotox	KB-3-1 tox	HEK293 tox	HT1080-NT tox	HT1080 IDH1KD tx	GLP1R ag	GLP-1R inv ag	TDP43 rescue	SW480 rereplic
Cn1c(=O)c2c(nc(N3CCOCC3)n2Cc2ccccc2Cl)n(C)c1=O	-23%	-7%	1%	x	x	-1%	4%	24%	x
COc1cccc(/C=C/C(=O)NCCc2ccc3c(c2)OCCO3)c1	-2%	0%	0%	18%	18%	0%	-12%	14%	-1%
COc1cccc(C2c3c(oc4ccccc4c3=O)C(=O)N2c2ccccn2)c1 (stereo not given)	-16%	3%	1%	3%	1%	0%	15%	19%	-1%
CCOc1ccc(C(=O)CCC(=O)N2CCC(C(=O)OC)CC2)cc1	20%	9%	1%	6%	10%	10%	15%	0%	-6%
Cc1ccccc1NC(=O)NCCc1ccc(Cl)cc1	u	18%	-2%	0%	1%	13%	-25%	8%	-13%
Fc1ccc(-n2nnc(-c3cnc4ccccc4c3)n2)cc1	3%	-3%	-13%	17%	9%	-3%	u	4%	-3%
CC(C)(C)OC(=O)N1CCC[C@H]1c1nnc(SCc2ccc(Cl)cc2Cl)o1	u	-8%	67%[activator]	-30%	u	-24%	u	-5%	10%
Cc1cc(=O)[nH]c(N/N=C/C(C)c2ccccc2)n1 (stereo not given)	8%	12%	1%	18%	6%	-1%	4%	8%	1%
C[C@H](CO)N1C[C@H](C)[C@@H](CN(C)C(=O)Nc2ccc3c(c2)OCO3)Oc2ccc(NC(=O)NC3CCCCC3)cc2C1=O	31%	25%	4%	0%	21%	4%	25%	4%	-1%
Cc1nc2ccc(S(=O)(=O)NCC(=O)NCCc3ccc(Cl)cc3)cc2s1	0%	6%	10%	-11%	-5%	1%	2%	-19%	-6%
Cn1ccnc1SCC(=O)Nc1sccc1C#N	-17%	10%	8%	-4%	-3%[9.24 µM]	-10%	6%	-6%	-6%
COC(=O)C1=C(CS(=O)(=O)c2ccccc2)NC(=O)NC1c1ccc(O)cc1 (stereo not given)	u	3%	-13%	1%	7%	-5%	0%	14%	16%
CCc1nnc(NC(=O)CN2C(=O)NC3(CCCC3)C2=O)s1	1%	-3%	-10%	0%	8%	-9%	1%	0%	-3%
COc1cc(NC(=O)c2ccco2)c(OC)cc1NC(=O)Nc1cccc(Cl)c1	25%	0%	60%[activator]	-26%	u	-17%	0%	-10%	15%
CCC/C(=N\NC(=O)c1ccco1)c1ccc(Cl)s1	-2%	3%	-10%	-9%	-8%	8%	-14%	1%	1%
CN1CCN(S(=O)(=O)c2ccc(NC(=O)COc3ccccc3Cl)cc2)CC1	u	-1%	-14%	-3%	2%	8%	2%	-3%	17%
CCCCCCN1C[C@@H](n2cc(COC(=O)c3ccccc3)nn2)[C@H](O)C[C@@H]1c1ccc(Cl)cc1	1%	-3%	4%	9%	6%	-2%	18%	-44%[inhibitor]	x
CCOC(=O)N1CCC(N2CCN(S(=O)(=O)c3ccc(NC(C)=O)cc3)CC2)CC1	-21%	-27%	-2%	12%	-1%	0%	21%	-2%	-1%
CCCC1NC(=O)c2cccnc2-n2c1nc1ccc(C)cc1c2=O (stereo not given)	-4%	-6%	0%	0%	1%	2%	18%	-7%	x
COC(=O)C1=CN(c2ccc(OC)cc2)C=C(C(=O)OC)C1c1ccc(C)c([N+](=O)[O-])c1	3.3µM*	u	1%	-8%	-4%	-2%	u	u	4%
CC(=O)c1c(C)n(-c2ccc(C)cc2C)c2ccc(O)cc12	-25%	0%	1%	-9%	-7%	-1%	-17%	4%	-18%
CCCCOC(=O)c1ccc(NC(=O)c2c(N)n(C)c(=O)[nH]c2=O)cc1	-20%	0%	6%	-2%	-2%	9%	6%	8%	u
CCOC(=O)CNC(=O)c1cc2c(=O)n(CC)c3ccccc3c2s1	0%	14%	-4%	x	x	0%	-2%	5%	x
CCOC(=O)Cn1c(=N)n(Cc2ccccc2)c2ccccc21	-2%	0%	42%	1%	-2%	11%	1%	6%	-1%
Cc1cccc(N=C2NN=C(c3c(C)[nH]c4ccccc34)CS2)c1	u	0%	u	u	18µM*	-15%	u	2%	u

Grouped by structure, those above with a furan ring, fused or not (2)
SMILES	KB-V1 cytotox	KB-3-1 tox	HEK293 tox	HT1080-NT tox	HT1080 IDH1KD tx	GLP1R ag	GLP-1R inv ag	TDP43 rescue	SW480 rereplic
COc1cc(NC(=O)c2ccco2)c(OC)cc1NC(=O)Nc1cccc(Cl)c1	25%	0%	60%[activator]	-26%	u	-17%	0%	-10%	15%
CCC/C(=N\NC(=O)c1ccco1)c1ccc(Cl)s1	-2%	3%	-10%	-9%	-8%	8%	-14%	1%	1%

The list continues.
SMILES	KB-V1 cytotox	KB-3-1 tox	HEK293 tox	HT1080-NT tox	HT1080 IDH1KD tx	GLP1R ag	GLP-1R inv ag	TDP43 rescue	SW480 rereplic
CCOC(=O)c1ccc(S(=O)(=O)N2CCN(C3CCCC3)CC2)cc1	-30%	-19%	0%	4%	7%	13%	-17%	6%	24%
Cc1cc(C)c2nc(N3CCCC(C(=O)NCc4ccccc4F)C3)sc2c1 (stereo not given)	11%	20%	5%	x	x	x	28%	26%	x
CC(C)(C)NCc1cc(Cl)ccc1OCc1ccccc1F	-25%	1%	-26%	-24%	-26%	13%	u	-10%	-6%
Cc1ccc2nc(SCC(=O)Nc3cccc(S(N)(=O)=O)c3)[nH]c2c1	7%	8%	7%	1%	4%	-5%	7%	15%	-3%
O=C(NCc1cccs1)C1CCC(CNS(=O)(=O)c2ccc(Br)s2)CC1 (stereo not given)	4%	6%	-5%	-1%	-11%	-6%	-13%	21%	18%
COc1ccc(N=Cc2cc(Cl)ccc2O)cc1Cl	0%	0%	-1%	-10%	-10%	4%	-20%	-26%	1%
CC1(C(=O)NCC2CC2)C=CC2(CCCCC2)N1C(=O)c1ccccc1 (stereo not given)	0%	0%	-2%	3%	16%	10%	-8%	16%	0%
CCCN(CC1CC1)C(=O)COC(=O)c1[nH]c(C)c(C(=O)OCC)c1C	u	u	3%	10%	3%	20%	u	-3%	-1%
COc1ccc(NC2SC(=O)N(C)C2=O)cc1 (stereo not given)	-1%	-7%	-16%	-3%	-20%	-2%	u	19%	-11%
CCOc1ccccc1NC(=O)CSc1nc2c(oc3ccccc32)c(=O)n1-c1ccc(C)c(C)c1	-4%	-3%	-4%	x	x	x	-8%	14%	x
COc1ccc(/C=N/OCC(=O)NCC(C)C)c(OC)c1	7%	7%	1%	-1%	4%	0%	-6%	11%	0%
CCOC(=O)c1cnc2ccccc2c1Nc1ccc(N2CCOCC2)cc1	19%	11%	9%	x	x	x	4%	14%	x
O=C(Nc1ccc(S(=O)(=O)N2CCOCC2)cc1)C1CCN(S(=O)(=O)c2ccc(F)cc2)CC1	0%	-3%	-7%	-1%	-1%	-5%	u	14µM*	3%
COc1ccc(-n2nc3ccc(NC(=O)c4cc5ccccc5o4)cc3n2)cc1Cl	-1%	3%	-8%	x	x	x	20%	15%	x
CN1CCN(C(=O)c2cc3c(=O)n4ccccc4nc3s2)CC1	u	14%	114%[activator]	10%	9%	8%	33%[activator]	-11%	9%
Cc1ccc2c(c1)sc(=NC(=O)c1cccs1)n2C	-11%	0%	19%	1%	-5%	-6%	u	21%	-190%[1.84 µM]
O=C(O)CSc1c2c(nc3cc(C(=O)Nc4cccc(C(F)(F)F)c4)ccc13)CCCC2	28%	14%	19%	13%	9%	2%	16%	5%	10%
CCOC(=O)C1=C(C)SC2=NS(=O)(=O)CCN21	16%	9%	6%	11%	13%	-3%	-1%	-13%	2%
COc1cc(Cl)c(C)cc1NC(=O)NC1COc2ccccc2C1 (stereo not given)	9%	-4%	4%	x	x	x	-28%	3%	x
O=C(/C=C/c1ccccc1[N+](=O)[O-])N1CCN(c2ccc(F)cc2)CC1	0%	-25%	6%	12%	4%	5%	7%	17%	6%
CCN(CC)C(=O)c1cc2sc3ccccc3c2s1	-19%	-17%	1%	-9%	-5%	23%	u	17%	-3%
COc1cc2c(cc1OC)C(c1ccccc1)N(C(=O)CCl)CC2 (stereo not given)	9.2µM*	4.1µM*	u	u	u	-1%	-13%	0%	16µM*
O=C(CSc1nncs1)NC(=O)NCc1ccccc1	-8%	-7%	9%	1%	19%	-6%	5%	-21%	6%
CCOc1ccc(NS(=O)(=O)c2cc3c(cc2C)N(C)CCO3)cc1	8%	u	-10%	-13%	-14%	-3%	u	15%	-7%
CC(=O)Oc1ccccc1C(=O)NC(C)CCc1ccccc1 (stereo not given)	-11%	-27%	-4%	-16%	-15%	-16%	u	27%	-2%
CC(CC(=O)NC1CCCCC1)S(=O)(=O)c1ccc2c(c1)NC(=O)CO2 (stereo not given)	23%	22%	0%	-6%	0%	-2%	12%	2%	-16%
O=C(NC(=S)NCCC1=CCCCC1)c1cccnc1	u	3%	u	2%	13%	28%	-27%	5%	-9%
Cc1c(Cl)c([N+](=O)[O-])nn1CC(=O)NC1CCCCC1	-5%	-5%	11%	-2%	-2%	14%	13%	-11%	-4%

As a short view, 4 of the compounds above.
SMILES	KB-V1 cytotox	KB-3-1 tox	HEK293 tox	HT1080-NT tox	HT1080 IDH1KD tx	GLP1R ag	GLP-1R inv ag	TDP43 rescue	SW480 rereplic
CCOC(=O)c1ccc(S(=O)(=O)N2CCN(C3CCCC3)CC2)cc1	-30%	-19%	0%	4%	7%	13%	-17%	6%	24%
Cc1cc(C)c2nc(N3CCCC(C(=O)NCc4ccccc4F)C3)sc2c1 (stereo not given)	11%	20%	5%	x	x	x	28%	26%	x
CC(C)(C)NCc1cc(Cl)ccc1OCc1ccccc1F	-25%	1%	-26%	-24%	-26%	13%	u	-10%	-6%
Cc1ccc2nc(SCC(=O)Nc3cccc(S(N)(=O)=O)c3)[nH]c2c1	7%	8%	7%	1%	4%	-5%	7%	15%	-3%
